Fh CTSL1 inh = Fasciola hepatica cathepsin L1 inhibitors, primary screen, counter-screen for PFM18AAP inhibitor project, biochemical, QFRET, fluorogenic peptide substrate | recombinant F. hepatica cathepsin L1, Z-Leu-Arg-MCA fluorescence | inhibition, % at 5.96 µM | actives 0.49% (n = 300,000) | AID 1906, 2009;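 active = inhibition above the mean of all tested compounds plus 3 SD, set per screening campaign, cut at about 17% in these data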;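 note: 0% = plate median of test compound wells and 100% = 1 µM Z-Phe-Ala-diazomethylketone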
PREPL inh = PREPL enzyme inhibitors, primary screen, biochemical, fluorescence polarization. Prolyl endopeptidase-like (Homo sapiens), Q4J6C6. recombinant PREPL, fluorescence polarization activity-based probe. inhibition, % at 5.96 µM. actives 0.68% (n = 320,000); in the data active = inhibition above about 43%;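 note: 0% = enzyme with DMSO and 100% = wells lacking enzyme; many of its hits are not listed in these tables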
Target sequence (Q4J6C6 whole entry, looked up): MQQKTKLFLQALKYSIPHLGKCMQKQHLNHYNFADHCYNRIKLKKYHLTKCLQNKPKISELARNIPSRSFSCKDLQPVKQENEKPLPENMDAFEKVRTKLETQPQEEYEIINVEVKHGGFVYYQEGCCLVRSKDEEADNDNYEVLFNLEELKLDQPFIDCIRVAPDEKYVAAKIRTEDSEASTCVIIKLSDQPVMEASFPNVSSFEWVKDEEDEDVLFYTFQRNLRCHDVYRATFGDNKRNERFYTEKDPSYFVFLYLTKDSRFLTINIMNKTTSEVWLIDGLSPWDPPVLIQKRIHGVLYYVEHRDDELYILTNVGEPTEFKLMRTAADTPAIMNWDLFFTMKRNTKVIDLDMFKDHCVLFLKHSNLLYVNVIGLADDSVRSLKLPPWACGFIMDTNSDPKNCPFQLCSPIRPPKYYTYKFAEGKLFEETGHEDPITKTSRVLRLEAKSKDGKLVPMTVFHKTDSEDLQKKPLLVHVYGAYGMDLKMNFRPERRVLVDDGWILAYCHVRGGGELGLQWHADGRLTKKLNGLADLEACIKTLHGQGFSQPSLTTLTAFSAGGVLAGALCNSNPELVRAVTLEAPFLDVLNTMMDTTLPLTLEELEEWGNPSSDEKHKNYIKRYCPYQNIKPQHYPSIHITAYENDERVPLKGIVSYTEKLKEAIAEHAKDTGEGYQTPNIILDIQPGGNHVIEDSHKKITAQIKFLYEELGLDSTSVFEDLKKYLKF
PP5 inh = PP5 phosphatase inhibitors, primary screen, biochemical, fluorescence. Serine/threonine-protein phosphatase 5 (Homo sapiens), P53041. actives 0.18% (n = 320,000). inhibition, % at 6.7 µM. purified PP5c, OMFP substrate fluorescence;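 active = inhibition above the campaign's mean inhibition across all tested compounds plus 3 SD, cut at about 9.5% in these data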;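 note: 0% = DMSO only and 100% = 100 µM cantharidin control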
HCV core dimer = inhibitors of HCV core protein dimerization, primary screen, biochemical, TR-FRET, high-throughput. TR-FRET GST/Flag-core106 dimerization, 1536-well. inhibition, % at 5 µM. actives 0.33% (n = 300,000);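 active = inhibition above the mean of all tested compounds plus 3 SD, set per screening campaign, cut at about 45% in these data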
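Assay system: Tagged HCV core106 pair (GST and Flag) | Buffer or medium: KF-containing HEPES buffer, pH 7.45, DTT, CHAPS, BSA | Also added: Eu donor and XL665 acceptor anti-tag antibodies | Dosing: One concentration, 5 µM, in 0.5% DMSO | Timing: 4 h at 22.5 °C | Technique: TR-FRET 671 and 617 nm emission | Repeats: Singlicate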
LYPLA2 counter = LYPLA2 inhibitors, primary screen, counter-screen for PME1 inhibitor project, biochemical, fluorescence polarization, FP-Rh probe ABPP. inhibition, % at 5.9 µM. actives 0.38% (n = 320,000). AID 2177, 2009. recombinant LYPLA2;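 active = inhibition above the screen-wide mean plus 3 SD, limit set per campaign, cut at about 26% in these data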;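 note: 0% = LYPLA2 with DMSO and 100% = wells lacking LYPLA2 enzyme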
PP1 inh = PP1-alpha phosphatase inhibitors, primary screen, counter-screen for PP5 inhibitor project, biochemical, fluorescence, OMFP substrate, single point. Serine/threonine-protein phosphatase PP1-alpha catalytic subunit (Homo sapiens), P62136. purified PP1alpha. inhibition, % at 6.7 µM. actives 0.9% (n = 320,000);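 active = inhibition above the mean inhibition of all tested compounds plus 3 SD, computed separately for each screening campaign, cut at about 15% in these data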
TPT1 inh = Candida albicans TPT1 enzyme inhibitors, primary screen, biochemical, fluorescence polarization | tRNA 2'-phosphotransferase TPT1 (Candida albicans SC5314) | recombinant caTPT1, FP RNA substrate dephosphorylation | inhibition, % at 5 µM | actives 0.81% (n = 300,000);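 active = inhibition above the mean of all tested compounds plus 3 SD, set per screening campaign, cut at about 24% in these data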;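 note: plate controls were DMSO alone for no effect and ferristatin control at 100 nM for full effect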
Efflux pump mplx = inhibitors of Candida efflux pumps in yeast, primary screen, S. cerevisiae, Nile Red, multiplex | S. cerevisiae Candida pump triplex | inhibition, % at 10 µM | actives 0.44% (n = 330,000);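 active = plate passing quality check with inhibition over a set limit, or well fluorescence over plate mean plus 4 SD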;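 note: Nile Red retained in pooled yeast measured as flow cytometry median fluorescence; 0% = buffer negative control and 100% = Enniatin B positive control; higher means more Nile Red kept so more efflux inhibition; some compounds called inactive have numbers as strong as hits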
GASC-1 inh = inhibitors of GASC-1 histone demethylase, primary screen, biochemical, fluorescence, DELFIA europium | GST-JMJD2C(1-420) H3K9me3 demethylation | inhibition, % at 2.35 µM | actives 0.069% (n = 330,000);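 active = more than half of a compound's replicate wells show inhibition beyond 50%, single wells judged on their own value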;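 note: signal counts dimethyl H3K9 product captured on neutravidin plate; 0% = median of DMSO wells and 100% = 0.3 times that DMSO median; strong numbers were not always called active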
Target sequence (Q9H3R0 1-420 limits assumed): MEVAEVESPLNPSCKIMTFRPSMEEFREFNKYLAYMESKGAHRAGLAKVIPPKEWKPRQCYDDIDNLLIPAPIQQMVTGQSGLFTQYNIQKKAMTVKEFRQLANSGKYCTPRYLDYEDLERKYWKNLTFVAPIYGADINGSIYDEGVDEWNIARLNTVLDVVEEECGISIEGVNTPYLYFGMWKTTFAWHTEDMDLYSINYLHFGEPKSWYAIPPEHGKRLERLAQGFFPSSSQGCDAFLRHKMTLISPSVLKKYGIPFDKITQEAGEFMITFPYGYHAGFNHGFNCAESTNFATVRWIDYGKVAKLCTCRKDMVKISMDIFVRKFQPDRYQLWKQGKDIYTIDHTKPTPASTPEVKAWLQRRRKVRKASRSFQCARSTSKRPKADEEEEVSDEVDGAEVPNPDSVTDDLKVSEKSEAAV
The depositor's hits bear a star; i = inactive; x = not tested or not shown. A portion of the library; rates above refer to the full screens.

SMILES | Fh CTSL1 inh | PREPL inh | PP5 inh | HCV core dimer | LYPLA2 counter | PP1 inh | TPT1 inh | Efflux pump mplx | GASC-1 inh
Cc1cccc(NC(=O)C2(c3cccs3)CCOCC2)c1 | 1.4 | 2.8 | 4.1 | 2.1 | 5.3 | -4.8 | -0.1 | 0.0 | -3.1
Cc1nn(CCCC(=O)NCCc2ccccc2)c(=O)c2nn(-c3ccccc3)c(C)c12 | 1.1 | 2.5 | -1.9 | 10.3 | 0.8 | -3.8 | 0.5 | -0.2 | 7.7
COc1ccc(NC(C)=O)cc1NC(=O)CN1CCN(C(=O)c2ccco2)CC1 | -2.4 | 7.0 | -0.9 | -2.6 | -4.1 | 0.8 | -2.0 | -0.2 | -3.0
Cc1ccc(CNC(=O)C23CN(Cc4ccccc4)CC2C(c2ccc([N+](=O)[O-])cc2)=NO3)o1 (stereo not given) | 0.3 | 5.3 | 3.8 | 22.1 | 6.3 | 7.5 | -2.3 | -0.1 | 3.7
O=C(NC1(C(F)(F)F)NC(=O)N(CCc2ccccc2)C1=O)C1CC1 (stereo not given) | -3.7 | 8.5 | -0.4 | -10.2 | 6.3 | -0.3 | -1.5 | 0.1 | -3.1
CCCN(C(=O)CSc1nc2ccccc2n1CC)C1CCS(=O)(=O)C1 (stereo not given) | 2.9 | 1.6 | 0.6 | -1.0 | 1.7 | -3.4 | 3.0 | 0.1 | 6.8
O=[N+]([O-])c1ccc(O)c(C2=NNC(c3ccccc3F)C2)c1 (stereo not given) | 1.2 | 11.2 | -0.1 | 4.5 | 4.0 | 9.5 | 2.6 | 0.1 | 16.9
Cc1cc(NC(=O)CSCc2nc(-c3cccc(Cl)c3)oc2C)no1 | -0.6 | 4.3 | 2.4 | -2.3 | -2.0 | 0.9 | 1.0 | -0.1 | 2.3
Cc1cc(Nc2cccc(C(F)(F)F)c2)n2nc(C)nc2n1 | 0.7 | -7.3 | 4.6 | 1.5 | 0.4 | -2.4 | -0.1 | 0.1 | 0.1
Cc1noc(C)c1CC(=O)Nc1ccc2c(c1)OCO2 | x | 10.2 | 4.8 | x | 7.2 | 1.6 | x | -0.2 | x
CCSc1nc(N2CCOCC2)c2c(c1C#N)CCCC2 | -4.7 | 21.8 | 5.6 | 13.6 | -0.9 | 4.0 | -6.3 | 0.7 | 5.3
CC(C(=O)OCC(=O)N1CCN(c2ccccc2)CC1)N1C(=O)c2ccccc2C1=O (stereo not given) | x | 6.4 | -0.2 | x | 7.0 | 0.8 | x | 0.1 | x
COc1cc(OC)c(C(=O)NNC(=O)CN(C)S(=O)(=O)c2ccc(Cl)cc2)cc1OC | 2.2 | -4.4 | 0.5 | -2.2 | 4.7 | 1.9 | -1.7 | -0.2 | -3.5
Cc1ccc2c(c1)-c1c(ssc1=S)C(C)(C)N2C(=O)CN1C(=O)c2ccccc2C1=O | -0.5 | -1.6 | 1.1 | 0.1 | 0.0 | -0.3 | -5.3 | 0.1 | -41.3
O=C(O)c1sc2cc(C(F)(F)F)cnc2c1-c1ccccn1 | -0.7 | -2.8 | -0.8 | 1.9 | -2.5 | -0.1 | -1.0 | -0.1 | 11.4
CCCC(CCC)C(=O)Nc1cccc(-c2cn3c(n2)SCC3)c1 | 1.8 | 10.4 | 2.3 | 1.1 | 1.1 | 5.8 | 1.2 | 0.2 | 47.2
COc1cc(C=O)ccc1OC(=O)N1CCOCC1 | -3.4 | -0.3 | -1.9 | 8.6 | -3.7 | 1.5 | 2.3 | -0.1 | 0.8
CCOC(=O)c1c(C)oc2c1c(C(c1ccccc1)N1CCOCC1)c(O)c1ccccc12 (stereo not given) | 0.4 | 8.8 | 4.5 | 0.5 | -4.3 | -0.6 | 3.1 | 0.2 | -1.6
COc1ccc(OC)c(S(=O)(=O)Nc2ccc(F)cc2)c1 | -3.9 | -0.1 | 3.0 | -2.9 | 6.5 | 1.9 | -3.1 | 0.0 | 2.9
O=C(Nc1ccc(Cl)cc1)Nc1ccc(S(=O)(=O)Nc2ncccn2)cc1 | -0.5 | -1.6 | 0.3 | 5.8 | -3.9 | -3.2 | -0.2 | 0.0 | -16.5

Already shown: entries from further up.
SMILES | Fh CTSL1 inh | PREPL inh | PP5 inh | HCV core dimer | LYPLA2 counter | PP1 inh | TPT1 inh | Efflux pump mplx | GASC-1 inh
Cc1cccc(NC(=O)C2(c3cccs3)CCOCC2)c1 | 1.4 | 2.8 | 4.1 | 2.1 | 5.3 | -4.8 | -0.1 | 0.0 | -3.1
Cc1nn(CCCC(=O)NCCc2ccccc2)c(=O)c2nn(-c3ccccc3)c(C)c12 | 1.1 | 2.5 | -1.9 | 10.3 | 0.8 | -3.8 | 0.5 | -0.2 | 7.7

More records
SMILES | Fh CTSL1 inh | PREPL inh | PP5 inh | HCV core dimer | LYPLA2 counter | PP1 inh | TPT1 inh | Efflux pump mplx | GASC-1 inh
COc1cccc(C2CC(c3ccc(C(C)C)cc3)n3nc(N)nc3N2)c1 (stereo not given) | 4.0 | 11.4 | 4.5 | 4.7 | -3.8 | -6.8 | 0.3 | 0.5 | -11.7
O=C(CN(C(=O)CCC(=O)Nc1nccs1)c1cccc(F)c1)NCCc1ccccc1 | -1.3 | -3.2 | 1.9 | 6.0 | -4.4 | 1.6 | -2.4 | 0.0 | -0.4
O=C(CSc1nc2ccccc2[nH]1)N/N=C/c1ccncc1 | -0.4 | 1.5 | -2.5 | -4.0 | -4.7 | -6.0 | 0.7 | 0.0 | 2.5
Cc1occc1C(=O)N1CCCC(N2CCN(c3ccccc3F)CC2)C1 (stereo not given) | -2.5 | 1.3 | 3.8 | -1.0 | 2.9 | -5.7 | -0.6 | 0.1 | i
CCN1CC(CNCc2cn(-c3ccc(OC)cc3)nc2-c2ccccc2Cl)CC1=O (stereo not given) | 0.9 | 0.9 | -2.2 | -0.6 | 4.4 | 1.7 | 1.8 | 0.0 | -19.4
CNC(=O)c1cn(-c2ccc(Cl)cc2)c(=O)c2ccccc12 | -1.7 | -4.8 | 0.6 | -1.0 | 2.0 | 3.0 | -0.3 | -0.1 | -10.0
CCOC(=O)COn1c(-n2nc(C)cc2C)nc2ccccc2c1=O | 0.5 | -6.0 | 2.1 | 7.5 | -2.6 | -3.4 | -3.3 | -0.1 | -23.8
Cc1ccccc1S(=O)(=O)Nc1nc2ccccc2nc1N1CCc2ccccc2C1 | 3.2 | -1.3 | 0.1 | 8.9 | 0.2 | 4.9 | -1.3 | 7.5* | -4.4
CN1/C(=C\C(=O)CSc2ncn[nH]2)C(C)(C)c2ccccc21 | -1.1 | 7.0 | 0.7 | -2.8 | 8.1 | -4.2 | -0.1 | -0.3 | 5.8
CC(C)=C1SC(N2CCN(c3ccc(C)cc3)CC2)=NC1=O | -3.9 | 49.6* | -2.6 | 3.2 | 5.5 | -2.0 | -4.5 | 0.0 | -1.6
COc1ccc(-n2c(SCC(=O)Nc3ccc4c(c3)OCO4)nnc2C(C)N2CCCCC2)cc1 (stereo not given) | -1.1 | 19.0 | -0.1 | 11.2 | -6.2 | 1.6 | 0.8 | 0.0 | 18.4
C/C(=N\NC(=O)c1cccc(S(=O)(=O)N2CCOCC2)c1)c1cc2ccccc2o1 | 1.0 | 2.5 | -1.0 | 0.5 | 4.3 | 1.1 | -4.0 | 0.0 | -1.3
COc1ccccc1Oc1nc(-c2ccccc2)cc(C)c1S(C)(=O)=O | 2.7 | -11.7 | 4.1 | 3.1 | 8.5 | 4.0 | -1.4 | 0.0 | -7.7
CCS(=O)(=O)C1=NSC2=NC(=O)/C(=C\c3ccc(OC(=O)c4ccco4)c(OC)c3)C(=N)N21 | -0.8 | 53.1* | -0.4 | -4.5 | -4.0 | 0.7 | 13.5 | 0.2 | -14.0
Cc1ccc2cc(C#N)c(NCc3ccccc3)nc2c1 | 0.2 | 4.7 | -0.6 | 48.3* | 0.8 | -1.1 | 3.7 | 0.0 | 5.2
COc1ccc(N(Cc2ccccc2)S(=O)(=O)c2cccc(C(=O)O)c2)cc1 | -1.6 | 15.1 | 0.1 | 4.1 | -3.9 | 6.6 | 2.6 | 0.3 | -12.2
CC(=O)N1Cc2ccccc2C(C)CC12CCCCC2 (stereo not given) | -0.9 | 4.5 | 1.1 | -2.0 | 4.1 | -0.2 | -2.1 | 0.0 | -2.9
O=C1c2ccccc2CN1CCNS(=O)(=O)c1ccc2ccccc2c1 | 0.3 | -24.3 | 0.5 | 0.3 | 0.1 | -2.1 | -0.2 | 0.0 | -10.7
CC1CCN(S(=O)(=O)c2cnc(Cl)c(Br)c2)CC1 | 1.2 | 7.1 | 0.6 | -2.3 | 1.3 | 0.4 | -1.9 | -0.1 | -3.6
O=C(c1ccccc1F)N1CCN(C(=O)C(c2ccccc2)c2ccccc2)CC1 | 1.6 | 5.0 | 0.5 | 7.0 | 0.3 | -0.3 | 0.6 | 0.0 | 6.2
Cc1ccnc(NS(=O)(=O)c2ccc3c(c2)CCO3)c1 | 3.7 | 0.9 | 0.6 | -1.6 | 1.2 | -1.4 | 0.6 | 0.1 | -3.5
O=C(C1CCCC1)N1CCN(S(=O)(=O)c2ccc(F)c(F)c2F)CC1 | -0.6 | 1.5 | 0.7 | -1.2 | 2.0 | -1.1 | 0.3 | 0.2 | -18.0
O=C(Oc1ccc(Br)cc1C(=S)N1CCOCC1)c1ccc(F)cc1 | 0.2 | 34.0 | 1.4 | 4.0 | 2.4 | 1.0 | -1.2 | 0.5 | -7.2
Nn1c(SCc2ccc(Br)cc2)nnc1-c1cccnc1 | -3.0 | 4.6 | 0.6 | -3.1 | 1.5 | -2.0 | -2.1 | -0.1 | 7.3
O=C(/C=C/c1cc(Br)ccc1O)c1ccco1 | -5.9 | 15.2 | -1.6 | 3.3 | -1.8 | -2.2 | 2.5 | 0.3 | -2.0
Cc1cccc(C)c1NC(=O)C(c1ccc(Cl)cc1Cl)N1CCCCC1 (stereo not given) | 1.7 | 22.4 | -2.0 | 1.4 | -6.0 | -1.3 | -2.0 | -0.1 | -1.1
COc1ccccc1N1CC(C(=O)NCCC2=CCCCC2)CC1=O (stereo not given) | x | 0.2 | 0.7 | x | 0.7 | -4.4 | x | 0.0 | 0.8
COc1ccc(CCNC(=O)COC(=O)/C=C/c2cc(OC)c(OC)c(OC)c2)cc1OC | -4.4 | 1.8 | -1.7 | -2.8 | -1.0 | -4.5 | 2.8 | 0.2 | 1.3
Cc1ccccc1NC(=O)Cn1cnc2c1c(=O)n(C)c(=O)n2C | -2.0 | 8.1 | 2.0 | -4.5 | 7.4 | -3.4 | -0.8 | 0.0 | -6.1

Marked active in PREPL inh, of those listed so far:
SMILES,PREPL inh,PP5 inh,HCV core dimer,TPT1 inh,Efflux pump mplx,GASC-1 inh
CC(C)=C1SC(N2CCN(c3ccc(C)cc3)CC2)=NC1=O,49.6*,-2.6,3.2,-4.5,0.0,-1.6
CCS(=O)(=O)C1=NSC2=NC(=O)/C(=C\c3ccc(OC(=O)c4ccco4)c(OC)c3)C(=N)N21,53.1*,-0.4,-4.5,13.5,0.2,-14.0

Screens: PubChem, several laboratories
